Screening results: PubChem, several laboratories
TcdB inh: TcdB glycohydrolase inhibitors, primary screen, biochemical, single point, plate reader; inhibition, % at 9.99 µM; TcdB glycohydrolase enzymatic assay; 0.24% of 350,000 active; AID 652162, 2013; in the data active means inhibition above about 10%
Y pestis TopoI: Yersinia pestis topoisomerase I inhibitors, primary screen, biochemical, cleavage product accumulation, plate reader, single point; AID 504884, 2011; DNA topoisomerase I (Yersinia pestis CO92); 0.064% of 360,000 active; Y. pestis Topo-I cleavage product accumulation; activity, % at 10 µM; in the data active means activity above about 50%, passing the limit was not always enough; inconclusive means no clear call, values can overlap the other calls; further: inactives centre near 2
PfHsp40 yeast: rescue of yeast from PfHsp40 toxicity, primary screen, S. cerevisiae, ATP luminescence | AID 504582, 2011 | growth rescue, % at 12.5 µM | S. cerevisiae expressing PfHsp40, growth rescue | 0.68% of 340,000 active; in the data active means growth rescue above about 28%, passing the limit was not always enough; inconclusive means no clear call, values can overlap the other calls;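 further: yeast W303a lacking pdr1 and pdr3 grown in galactose medium; growth measured after three days at 30 °C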
BH1578 lux ind: inducers of Vibrio cholerae quorum light production without autoinducers, primary screen, BH1578 luxS cqsA deficient, single point; activation, % at 18.7 µM; V. cholerae BH1578 lux reporter, luminescence, 6 h; 0.16% of 350,000 active; in the data active means activation mostly above about 9.7%, no sharp cut-off; inconclusive means no clear call, values can overlap the other calls; inactive means mostly below about 3.7%; further: not every result past the cut was called active; inactives centre near 0; reference of the scale not given here
BoNT A protease: BoNT/A light chain protease inhibitors, primary screen, biochemical, flow cytometry, MLPCN library; Botulinum neurotoxin type A light chain protease (Clostridium botulinum A str. ATCC 3502); multiplex microsphere protease substrate cleavage; inhibition, % at 10 µM; 0.17% of 360,000 active; further: plate controls were buffer without enzyme for full effect and enzyme alone for no effect
SSB-PriA inh: inhibitors of Klebsiella pneumoniae PriA binding to SSB C-terminal tail, primary screen, biochemical, AlphaScreen; inhibition, % at 33 µM; AlphaScreen SSBct-PriA binding, biotinylated peptide; 0.6% of 430,000 active; PriA–SSB C-terminal tail interaction (Klebsiella pneumoniae); in the data active means inhibition mostly above about 37%, no sharp cut-off; inactive means mostly below about 20%;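 further: plate controls were negative control peptide for no effect and reference peptide for full effect; strong numbers were not always called active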
PrPC TRFRET: inhibitors of human cell surface prion protein PrPC, primary screen, cell-based, TR-FRET; TR-FRET read-out; inhibition, % at 13.8 µM; 0.43% of 370,000 active; AID 720596, 2013; in the data active means inhibition above about 24%; further: 0% = median of the test wells and 100% = reference compound wells
Anthrax LF inh2: Bacillus anthracis LF protease inhibitors, primary screen, biochemical, multiplex microsphere, MLPCN library; Lethal factor (Bacillus anthracis), P15917; multiplex microsphere protease cleavage assay; inhibition, % at 10 µM; 0.12% of 360,000 active; AID 588501, 2011; further: plate controls were buffer without enzyme for full effect and enzyme alone for no effect
SARS 3CLpro inh: SARS-CoV 3CLpro protease inhibitors, primary screen, biochemical, quenched FRET; inhibition, % at 6 µM; Replicase polyprotein 1ab (Severe acute respiratory syndrome coronavirus), P0C6X7; 0.14% of 290,000 active; recombinant SARS-CoV 3CLpro, quenched FRET peptide cleavage; in the data active means inhibition above about 12%
The depositor's hits bear a star; i = inactive; ? = inconclusive; nt = not tested or not shown; & = joins results of further samples. Unless noted, no stated cut-off is given here; in the data, active means inhibition above about 30%; inconclusive means no clear call, values can overlap the other calls; inactive means below that. The list is partial; the hit share may differ from the screen's.

SMILES	SSB-PriA inh	BoNT A protease	BH1578 lux ind	PfHsp40 yeast	Y pestis TopoI	Anthrax LF inh2	SARS 3CLpro inh	PrPC TRFRET	TcdB inh
COc1cc(NS(=O)(=O)c2ccc(N/C=C(\C=O)c3nc4cc(Cl)ccc4o3)cc2)nc(OC)n1	9	-0.9	-0.1	-1.9	11	-5	3	-2	nt
Cc1nc(C(F)(F)F)ccc1C(=O)N1CCC1(C)C(=O)NS(=O)(=O)c1c(C)noc1C (stereo unspecified)	nt	0.1	0.9	nt	1	-2	nt	3	0.0
COc1ccccc1-c1noc2ncnc(Nc3ccc4c(c3)OCO4)c12	20	-0.8	4.5	1.5	5	-4	2	5	1.7
Cc1ccc(NS(=O)(=O)c2cccs2)c(C)c1	4	-1.7	-1.3	-0.5	1	7	0	2	2.8
S=C(NCC1CCCO1)c1ccc(Br)cc1 (stereo unspecified)	-5	-2.6	0.4	-1.1	4	-12	-1	-3	1.6
O=C(c1cccc2ccccc12)C1CCCN(C(=O)c2ccc(N3CCOCC3)cc2)C1 (stereo unspecified)	-3	0.2	i	3.4	13	-4	1	5	1.5
COc1ccc(CNC(=O)N2CCN(S(=O)(=O)c3ccc(C)cc3C)CC2)cc1	-5	0.8	-0.3	2.2	22	0	0	-10	0.7
CCOP(=O)(O)c1ccccc1OCCOCCOc1ccccc1P(=O)(O)OCC	-6	-1.9	2.8	11	-6	-2	1	2	nt
O=C(NCc1ccccc1)C1CC(=O)N(C2CCCCC2)C1 (stereo unspecified)	1	1.7	-0.4	1.1	2	-3	0	2	0.2
COC(=O)c1ccc(CSc2nc3ccccc3c(=O)n2CC(C)C)o1	-25	-0.4	0.2	0.7	9	-2	1	7	nt
CC(C)c1ccc(NC(=O)N2CCCC2C(=O)Nc2ccc(-n3cnnn3)cc2)cc1 (stereo unspecified)	-4	0.0	-0.2	-0.6	-8	2	0	-3	1.2
CN(Cc1cccc2cnccc12)C(=O)c1cc(COc2ccc(F)cc2F)on1	-20	-2.3	nt	1.8	31	0	-1	2	0.7
COCCOC(=O)C1=C(C)OC(N)=C(C(=O)OC)C12C(=O)Nc1ccccc12 (stereo unspecified)	-13	-1.5	i	-0.5	-8	-5	0	-3	nt
CCn1c(NC(=O)Nc2ccccc2OC)nc2ccccc21	-4	-1.2	-0.6	-1.3	-3	-2	-4	2	nt
O=C1Nc2ccccc2Nc2ccc([N+](=O)[O-])cc21	4	-0.1	-0.6	-1.8	-14	-4	7	-38	0.1
CN1CCN(c2ccc([N+](=O)[O-])cc2C(=O)c2ccccc2)CC1	22	-0.5	-3.8	-1.4	4	-1	3	-22	1.4
Cc1cc(NC(=O)CSC2=NCCS2)no1	3&1	-1.1	-0.3	-0.7	-1	6	-6	6	nt
CCCC(=O)Nc1ccc(C(=O)NNC(=O)c2ccco2)cc1	-2	?	0.7	-0.6	1	4	5	0	nt
Nc1nonc1C(=O)OCC(=O)c1ccc(Cl)cc1	-2	-0.4	i	-1.0	3	-3	-2	1	nt
Cc1nc2ncccn2c1-c1csc(Nc2ccccc2)n1	7	3.7	-0.6	-0.1	-6	0	-5	-7	-0.8
Nc1c(C(=O)NCc2ccccc2)c2nc3ccccc3nc2n1CCCN1CCOCC1	-18	12	1.9	0.1	16	3	-2	-1	0.5
CCOc1c2ccc(C(=O)NCc3ccc(C)cc3)cc2nn1CCOC	-19	0.4	i	-0.1	-6	1	-2	-10	-0.7
COc1c2c(c3c(c1OC)c(=O)c1ccccc1n3C)OCO2	-12	-0.2	i	0.4	16	0	nt	-5	-7.0
C[C@H]1CN([C@@H](C)CO)C(=O)c2cccc(NC(=O)c3ccncc3)c2O[C@H]1CN(C)C(=O)Nc1ccccc1	-5	0.0	i	-0.4	-5	-3	nt	-3	-11&0.9
COc1cccc(/C=N/NC(=S)Nc2cccc(C(=O)O)c2)c1	nt	-0.5	i	1.7	2	-1	4	6	-9.7
Cc1sc(NC(=O)CSc2nnnn2C2CCCCC2)c(C#N)c1C	-6	0.5	0.0	0.7	10	3	-5	3	nt
COc1nc(-c2ccccc2)ccc1-c1noc(C)n1	-16	-7.0	-0.3	-0.9	7	?	-4	0	nt
COc1ccc(CC(=O)N/N=C(\C)CC(=O)Nc2ccc3c(c2)OCCO3)cc1	nt	0.2	-0.2	2.6	-4	1	-5	0	0.7
Cc1ccccc1NC(=O)c1cccc(S(C)(=O)=O)c1	-3	-0.6	-0.5	-1.0	10	-2	2	5	2.4
CCC(C)c1ccccc1NS(=O)(=O)c1cnn(CC)c1 (stereo unspecified)	-23	nt	0.4	0.4	2	nt	5	1	0.6
CC1(C(=O)NS(=O)(=O)c2ccc(Cl)cc2)CCN1C(=O)c1cccc(F)c1 (stereo unspecified)	nt	-0.4	-1.6	nt	2	-4	nt	5	-0.2
CN(c1ccccc1)S(=O)(=O)c1ccc(-c2ccccc2)cc1	-47	nt	-0.8	1.5	-3	nt	1	9	1.5
Cc1nn2c(C(F)(F)F)cc(-c3ccc(Cl)cc3)nc2c1C(=O)N1CCOCC1	-11	0.1	-1.2	-1.0	-6	-1	5	7	nt
COC(=O)[C@@H]1C[C@@]2(O)[C@H](O)[C@H](O)[C@H](O)C[C@H]2N1CC1CC1	-7	0.0	i	-1.8	6	-9	nt	6	1.0
O=C(CCNC(=O)c1ccco1)Nc1ccc(N2CCOCC2)cc1	-14	-0.3	1.6	-0.3	-9	-9	2	11	-0.6
O=C(O)c1ccc(NS(=O)(=O)c2cccc(C(=O)Nc3ccc(Br)cc3)c2)cc1	4	-2.0	-0.4	1.5	2	31*	6	1	-2.0
COCCCn1c(N)c(C(=O)Nc2sc3c(c2C(=O)OC)CCCC3)c2nc3ccccc3nc21	-3	-0.6	-15	0.5	-4	-8	-3	-9	nt
O=C1c2ccccc2S(=O)(=O)N1Cc1c(F)cccc1Cl	-3	-2.4	0.6	-0.2	0	-1	5	-4	0.4
Cc1occc1C(=O)Nc1ccccc1C(=O)O	-17	-0.6	i	-2.1	4	-8	6	2	nt
COCCN(Cc1cccs1)S(=O)(=O)c1ccc(-c2ccc(=O)[nH]n2)s1	2	-0.1	-5.8	-0.4	17	0	7	-16	-0.4
CC(=O)Nc1nc(Cn2nnc(-c3ccc4c(c3)OCO4)n2)nc(N(C)C)n1	-12	-0.1	i	0.1	6	4	-1	8	0.3
CN(C(=O)CSc1ncnc2ccccc12)C1CCS(=O)(=O)C1 (stereo unspecified)	-4	3.5	1.5	-1.0	3	5	nt	7	-0.3
Cc1ccc2[nH]c(=O)c(CN(CCCN(C)C)C(=O)Nc3ccc(F)cc3)cc2c1	4	0.0	-0.3	-0.9	4	-2	-9	-3	-0.3
c1ccc(CCc2nc(-c3ccncc3)no2)cc1	-16	0.0	-0.3	0.4	11	4	1	4	nt
Cc1nn(C(C)C(=O)NCC2CCCO2)c(=O)c2c1sc1ccccc12 (stereo unspecified)	2	0.0	-0.2	1.6	5	2	-6	-3	1.4
COC(=O)C1CCN(S(=O)(=O)CCNC(=O)c2ccc3c(c2)OCO3)CC1	-5	nt	-0.6	-0.7	-2	nt	nt	-3	0.6
CN(Cc1c(F)cccc1Cl)c1ccc(S(=O)(=O)N2CCOCC2)cn1	-4	-4.8	-0.3	0.0	4	3	-2	2	nt
Cc1ccc(-n2c([S-])c(C(=O)Nc3ccc(OC(F)F)cc3)[n+]3ccc(C(=O)NCCO)cc23)cc1C	7	51*	-0.2	0.9	2	20	0	-11	0.6
CN1OC[C@@H]2CN(C(=O)CCc3ccccc3)[C@H](c3cccc(-c4ccc(C#N)cc4)c3)C[C@@H]21	-2	-0.4	1.0	0.9	29	-3	nt	-3	0.8
COc1ccc(CC(=O)Nc2ccc(OC(C)=O)cc2C(=O)O)cc1	-11	-0.9	i	-0.4	6	-3	6	-2	1.6

Part of the list above in order of SMILES length, rising.
SMILES	SSB-PriA inh	BoNT A protease	BH1578 lux ind	PfHsp40 yeast	Y pestis TopoI	Anthrax LF inh2	SARS 3CLpro inh	PrPC TRFRET	TcdB inh
COCCN(Cc1cccs1)S(=O)(=O)c1ccc(-c2ccc(=O)[nH]n2)s1	2	-0.1	-5.8	-0.4	17	0	7	-16	-0.4
O=C(O)c1ccc(NS(=O)(=O)c2cccc(C(=O)Nc3ccc(Br)cc3)c2)cc1	4	-2.0	-0.4	1.5	2	31*	6	1	-2.0
CN1OC[C@@H]2CN(C(=O)CCc3ccccc3)[C@H](c3cccc(-c4ccc(C#N)cc4)c3)C[C@@H]21	-2	-0.4	1.0	0.9	29	-3	nt	-3	0.8

Other entries follow.
SMILES	SSB-PriA inh	BoNT A protease	BH1578 lux ind	PfHsp40 yeast	Y pestis TopoI	Anthrax LF inh2	SARS 3CLpro inh	PrPC TRFRET	TcdB inh
COc1ccc(CCn2c(-c3cccc([N+](=O)[O-])c3)nc3nc4ccccc4nc32)cc1OC	8	1.6	-0.6	0.5	-2	2	-6	2	3.7
Cc1ccc2c(c1)N(C(=O)CCC(=O)NCc1ccccc1)CC(C)O2 (stereo unspecified)	-5	-1.2	i	-0.7	11	-4	9	18	1.1
CN1CCN(S(=O)(=O)c2ccc(N3CCN(c4ccccc4O)CC3)c([N+](=O)[O-])c2)CC1	18	-2.5	i	-1.1	-6	?	nt	-13	0.6
CCOc1cc(N2CCOCC2)c(OCC)cc1NS(=O)(=O)c1ccc(Cl)s1	0	0.4	-0.4	-0.4	9	-6	-2	2	nt
CCCCC(=O)Nc1ccc(NC(=S)NC(=O)c2ccco2)cc1OC	6	nt	-0.4	-0.8	1	nt	-1	0	1.2
Cc1nn(-c2nc3ccccc3[nH]2)c(N)c1-c1ccc(Cl)cc1	2	-4.8	i	3.3	0	-10	6	nt	-0.2
COc1ccccc1Nc1nc(-c2sc(NC(=O)C(C)(C)C)nc2C)cs1	9	2.2	0.4	-1.9	-6	-7	3	1	-0.3
